# Assay outcomes as filed in PubChem.
# DTT redox prof = compounds producing H2O2 with reducing agent – biochemical, NIH compound library profiling, artefact control for MLSCN library redox annotation, primary screen. DTT-dependent redox cycling H2O2, phenol red/HRP absorbance; 100% = 100 µM peroxide control, 0% = buffer. activation, % at 10 µM. 200,000 tested, 0.03% active;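 active = activation of at least 50% relative to the plate's high and low controls in the primary single-dose screen; inactive = activation below 50%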;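 also: compound incubated with DTT at 0.8 mM final as the reducing agent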
# TLR4-MyD88 BLA = blocks binding of human TLR4 to MyD88; O00206+Q99836; HeLa CL3-4 TLR4/MyD88 BLA complementation, FRET ratio; inhibition, % at 8.4 µM; 200,000 tested, 0.18% active; in the data active = inhibition above about 25%;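 also: 0% = vehicle and 100% = reference inhibitor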
# PPARg SRC2 recr = PPARgamma-driven SRC-2 recruitment agonism | P37231 | PPARgamma LBD-SRC-2 recruitment, biochemical | activation, % at 8 µM | 200,000 tested, 0.34% active | AID 1032; in the data active = activation above about 22%;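 also: 0% = vehicle and 100% = reference agonist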
# Target sequence (P37231 whole entry, looked up, the tested form may be a part): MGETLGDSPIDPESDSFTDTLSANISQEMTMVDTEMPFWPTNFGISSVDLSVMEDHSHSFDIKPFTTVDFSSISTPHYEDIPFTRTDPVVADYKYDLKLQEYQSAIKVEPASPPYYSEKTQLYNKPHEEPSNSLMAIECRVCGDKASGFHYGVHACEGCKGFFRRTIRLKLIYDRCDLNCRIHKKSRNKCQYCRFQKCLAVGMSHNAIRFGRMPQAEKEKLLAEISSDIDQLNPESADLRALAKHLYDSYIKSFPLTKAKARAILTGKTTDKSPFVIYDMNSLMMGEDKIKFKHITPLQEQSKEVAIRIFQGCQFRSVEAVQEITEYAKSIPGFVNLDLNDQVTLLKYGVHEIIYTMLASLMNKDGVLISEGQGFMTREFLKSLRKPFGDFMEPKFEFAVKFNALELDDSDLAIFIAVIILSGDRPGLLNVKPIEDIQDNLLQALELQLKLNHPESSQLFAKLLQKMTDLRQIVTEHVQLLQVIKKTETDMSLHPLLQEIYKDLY
# ROMK mod = modulators of human ROMK potassium channel; P48048; B-score at 10 µM; Tet-inducible ROMK, thallium flux fluorescence; actives lie on both sides; 130,000 tested, 2% active;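 active = signal ratio slope over the read window, or its plate-corrected B-score, at least 3 SD from the plate mean, either direction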;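 also: B-score of the F/F0 ratio slope over 7 to 12 s after thallium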
# Target sequence (P48048 whole entry, looked up): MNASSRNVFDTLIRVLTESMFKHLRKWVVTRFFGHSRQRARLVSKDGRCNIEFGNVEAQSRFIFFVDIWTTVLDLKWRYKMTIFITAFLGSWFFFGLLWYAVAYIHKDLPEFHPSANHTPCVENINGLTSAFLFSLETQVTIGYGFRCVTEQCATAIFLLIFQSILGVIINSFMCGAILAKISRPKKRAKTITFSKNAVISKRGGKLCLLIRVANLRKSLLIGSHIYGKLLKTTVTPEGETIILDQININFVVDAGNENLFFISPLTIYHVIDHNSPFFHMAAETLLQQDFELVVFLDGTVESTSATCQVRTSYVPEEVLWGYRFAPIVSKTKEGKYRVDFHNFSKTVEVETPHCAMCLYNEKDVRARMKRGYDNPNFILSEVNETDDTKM
# bIAP act = increases bovine intestinal alkaline phosphatase activity; activation factor at 20 µM; 200,000 tested, 0.17% active; purified bovine IAP, CDP-star luminescence, 30 min; active compounds read high; fold of DMSO-control signal, blank-subtracted;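 active = activation factor of 2 or more at 20 µM, a signal rise over negative controls twice the positive control's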
# L major viab = Leishmania major promastigote growth inhibition | Leishmania major promastigotes, resazurin fluorescence viability | inhibition, % at 10 µM | 200,000 tested, 9% active; in the data active = inhibition above about 50%;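 also: promastigotes grown with compound for 44 hours at 28 °C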
# S1P3 antag = blocks the human S1P3 receptor | Q99500 | CHO S1P3 NFAT-BLA reporter, FRET fluorescence, antagonist mode | inhibition, % at 4.98 µM | 170,000 tested, 0.27% active;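 active = inhibition above the plate cutoff, the mean inhibition of test wells on that plate plus 3 SD, cut at about 28% in these data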;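 also: cells challenged with S1P at its EC80 of 0.8 µM; blue over green emission ratio from cleaved BLA substrate after 4 h stimulation; 0% = S1P-stimulated wells and 100% = unstimulated DMSO-only wells; some compounds past the cut are filed as inactive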
# TR-FRET SRC-2 ct = counter-screen for PPARgamma SRC-2 recruitment agonists: TR-FRET artefact | 200,000 tested, 0.4% active | AID 1049 | TR-FRET ratio at 8 µM | active compounds read high; in the data active = TR-FRET ratio above about 2000; also: inactives centre near 1500; reference of the scale not given here
# PPARg SRC3 recr = agonists of human PPARgamma SRC-3 coactivator recruitment | P37231 | biochemical PPARgamma/SRC-3 coactivator recruitment assay | activation, % at 8 µM | 200,000 tested, 0.26% active | AID 731; in the data active = activation above about 23%;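 also: 0% = DMSO and 100% = reference agonist; some compounds past the cut are filed as inactive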
# bIAP inhibitor = blocks bovine intestinal alkaline phosphatase activity | 190,000 tested, under 10 active | purified bovine IAP, CDP-star luminescence, 30 min | inhibition, % at 20 µM;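 active = over 50% inhibition of intestinal alkaline phosphatase at 20 µM in the single-dose screen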
#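 System: purified bovine intestinal alkaline phosphatase (IAP) enzyme; Input: IAP diluted 1/65,000,000 in the well; Measured by: CDP-star luminescence signal; Compound dosing: 20 µM single dose; Incubation: 30 min reaction at room temperature.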
# PPARg SRC1 recr = PPARgamma-driven SRC-1 recruitment agonism. AID 631. 200,000 tested, 0.41% active. activation, % at 8 µM. PPARgamma-SRC-1 coactivator recruitment biochemical assay; in the data active = activation above about 19%;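 also: 0% = DMSO and 100% = reference agonist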
# * marks the source's active call; other numbers are inactive results; / = not tested or not shown.
# Short forms – A = DTT redox prof; B = TLR4-MyD88 BLA; C = PPARg SRC2 recr; D = ROMK mod; E = bIAP act; F = L major viab; G = S1P3 antag; H = TR-FRET SRC-2 ct; I = PPARg SRC3 recr; J = bIAP inhibitor; K = PPARg SRC1 recr
1	C=CCOC(=O)C(C#N)c1nc2ccccc2nc1N1CCN(c2ccccc2OC)CC1 (stereo not given)
  A: -2.0; B: 12; C: 2; D: /; E: 0.9; F: 12; G: 11; H: 1672; I: 1; J: 15; K: 7
2	O=C(Nc1cccc2ccccc12)c1ccc(OC(=S)N2CCOCC2)cc1
  A: -3.2; B: 9; C: -2; D: 0.69; E: 0.9; F: 5; G: /; H: 1484; I: -5; J: 10; K: -8
3	O=C(Nc1ccc(N2CCOCC2)c(Cl)c1)c1ncn[nH]1
  A: -0.1; B: -6; C: 9; D: /; E: 1; F: -3; G: 18; H: 1554; I: -2; J: -3; K: 0
4	NC(N)=NC1=NC(=O)C(Cc2ccccc2)S1 (stereo not given)
  A: 0.2; B: 2; C: 1; D: 0.57; E: 1; F: -7; G: -10; H: 1535; I: 5; J: 0; K: 7
5	C=CCSc1nc(-c2ccc3c(c2)OCO3)cc(C(F)(F)F)c1C#N
  A: -2.7; B: -2; C: 4; D: /; E: 0.9; F: -5; G: /; H: 1581; I: 11; J: 11; K: -1
6	CCOc1cc(/C=N\NC(=O)c2ccc(C)nc2)cc([N+](=O)[O-])c1O
  A: 2.5; B: 2; C: 10; D: /; E: 0.8; F: -4; G: /; H: 1473; I: 3; J: 25; K: 12
7	CC12C(=O)N(NC(=O)c3ccncc3)C(=O)C1C1C=CC2C1 (stereo not given)
  A: 0.3; B: 8; C: -1; D: /; E: 1.3; F: -3; G: -3; H: 1680; I: 0; J: -28; K: -8
8	O=C(Nc1ccc(Cl)cc1)C1c2cccc[n+]2CC(=O)N1Cc1ccc2c(c1)OCO2 (stereo not given)
  A: -0.2; B: 4; C: -3; D: -0.0055; E: 1.1; F: -3; G: -2; H: 1614; I: -3; J: -13; K: 0
9	Cc1nc(NCC2CCCO2)c2nnn(Cc3c(F)cccc3Cl)c2n1 (stereo not given)
  A: -2.0; B: 6; C: -2; D: 1.1; E: 1.1; F: 27; G: -9; H: 1709; I: 0; J: -6; K: 4
10	Cc1cccc2sc(NC(=O)CCNS(=O)(=O)c3cccs3)nc12
  A: -0.4; B: -6; C: 0; D: -0.56; E: 1; F: 38; G: /; H: 1496; I: 3; J: -2; K: 7
11	O=C(CC12CC3CC(CC(C3)C1)C2)NCc1ccncc1
  A: 1.0; B: -2; C: -4; D: 0.38; E: 0.9; F: -1; G: /; H: 1531; I: 0; J: 6; K: -2
12	CCCCNc1nc(N)nc(-c2cc(Cl)ccc2O)n1
  A: -0.5; B: -5; C: 2; D: -0.49; E: 1.7; F: 22; G: -5; H: 1565; I: 2; J: -72; K: 10
13	COC(=O)C1CSC(C(=O)OC)N1C(=O)Nc1ccccc1 (stereo not given)
  A: 0.9; B: 1; C: 2; D: /; E: 1.1; F: -4; G: /; H: 1623; I: 6; J: -6; K: 7
14	O=C1/C(=C/c2ccc(O)cc2)SC(=S)N1Cc1cccnc1
  A: -0.1; B: -6; C: 9; D: -0.063; E: 0.9; F: 60*; G: -11; H: 1478; I: 4; J: 9; K: 0
15	CC1CC(C)CN(CCOCCSc2ccccc2)C1 (stereo not given)
  A: 0.2; B: -4; C: 5; D: /; E: 0.8; F: 89*; G: 13; H: 1606; I: -5; J: 23; K: 2
16	CC(/C=N/NC(=O)Cc1cccs1)=C\c1ccccc1
  A: 1.0; B: 6; C: 5; D: -0.3; E: 0.9; F: -2; G: -35; H: 1550; I: 0; J: 7; K: 2
17	CC(Sc1ccc(Cl)cc1)C(=O)NCc1cccnc1 (stereo not given)
  A: 0.2; B: 8; C: 0; D: -1; E: 1; F: -6; G: /; H: 1469; I: 5; J: -2; K: 0
18	COc1ccc(CCn2c(C)c(C(C)=O)c(C(C)=O)c2C)cc1OC
  A: -0.2; B: -10; C: -1; D: -0.034; E: 1; F: -3; G: -14; H: 1489; I: 0; J: -4; K: -8
19	O=C(/C=C/c1cn(-c2ccccc2)nc1-c1ccc2c(c1)OCCO2)NCCCN1CCOCC1
  A: -1.3; B: -14; C: 0; D: 1; E: 1; F: 41; G: 4; H: 1547; I: 5; J: 3; K: 4
20	Cc1nc2cccc(C(=O)Oc3ccc([N+](=O)[O-])cc3)c2o1
  A: -0.6; B: 0; C: 5; D: -3.7; E: 1; F: -2; G: -11; H: 1367; I: -1; J: 1; K: -4
21	O=C(O)CCCNC(=O)c1cccc(C(=O)NCCCC(=O)O)n1
  A: -0.5; B: 0; C: 1; D: -0.82; E: 1; F: -8; G: -1; H: 1697; I: 3; J: 0; K: -2
22	CN(C(=O)COC(=O)c1cc(S(=O)(=O)N2CCOCC2)c(Cl)cc1Cl)C1CCS(=O)(=O)C1 (stereo not given)
  A: -0.6; B: 8; C: -2; D: 0.67; E: 1; F: -1; G: -11; H: 1401; I: -1; J: -3; K: -2
23	CN1C(N)=NC(=O)/C1=C/c1ccc(OC(F)(F)F)cc1
  A: -2.1; B: -8; C: -3; D: 0.58; E: 1; F: -2; G: 7; H: 1951; I: -4; J: -4; K: 4
24	COc1ccccc1OCCCn1cc(C#N)c2ccccc21
  A: 3.0; B: -22; C: 6; D: -0.34; E: 0.9; F: 11; G: 11; H: 1697; I: 2; J: 6; K: 1
25	FC(F)(F)c1cc(-c2cccs2)n[nH]1
  A: 0.0; B: 4; C: 6; D: -0.44; E: 0.8; F: 8; G: /; H: 1562; I: 9; J: 22; K: 4

# Just PPARg SRC3 recr and TR-FRET SRC-2 ct, for some of the entries so far:
no. | molecule | PPARg SRC3 recr | TR-FRET SRC-2 ct
10 | Cc1cccc2sc(NC(=O)CCNS(=O)(=O)c3cccs3)nc12 | 3 | 1496
11 | O=C(CC12CC3CC(CC(C3)C1)C2)NCc1ccncc1 | 0 | 1531
12 | CCCCNc1nc(N)nc(-c2cc(Cl)ccc2O)n1 | 2 | 1565
13 | COC(=O)C1CSC(C(=O)OC)N1C(=O)Nc1ccccc1 (stereo not given) | 6 | 1623
14 | O=C1/C(=C/c2ccc(O)cc2)SC(=S)N1Cc1cccnc1 | 4 | 1478

# Next part.
# Short forms – A = DTT redox prof; B = TLR4-MyD88 BLA; C = PPARg SRC2 recr; D = ROMK mod; E = bIAP act; F = L major viab; G = S1P3 antag; H = TR-FRET SRC-2 ct; I = PPARg SRC3 recr; J = bIAP inhibitor; K = PPARg SRC1 recr
26	O=C(CSc1nnc(CNC(=O)C23CC4CC(CC(C4)C2)C3)n1-c1ccccc1)Nc1ccc(F)cc1
  A: 0.1; B: 1; C: 7; D: /; E: 0.9; F: -6; G: -7; H: 1678; I: 3; J: 8; K: 5
27	Cn1c(=O)c2c(nc(-n3ccnc3)n2Cc2ccccc2)n(C)c1=O
  A: 2.1; B: -10; C: -6; D: /; E: 1; F: 8; G: -19; H: 1480; I: 6; J: 0; K: -1
28	CNC(=O)c1ccsc1NC(=O)c1coc2ccccc2c1=O
  A: 0.1; B: -6; C: 7; D: /; E: 0.9; F: -3; G: -14; H: 1615; I: 5; J: 7; K: 4
29	O=C(CSc1nnnn1-c1ccccc1)CC(=O)Nc1ccc(Cl)cc1
  A: 0.3; B: -1; C: 6; D: -0.19; E: 0.9; F: -6; G: -3; H: 1580; I: 2; J: 7; K: -3
30	CC1CCc2nn(CC(=O)N3CCN(C(=O)c4ccco4)CC3)cc2C1 (stereo not given)
  A: -0.1; B: -3; C: 8; D: /; E: 0.9; F: -4; G: -23; H: 1467; I: 2; J: 7; K: 4
31	O=C(c1c(O)c2ccccc2oc1=O)C1CCC1
  A: -0.8; B: 3; C: 11; D: /; E: 0.9; F: -4; G: -5; H: 1664; I: 8; J: 6; K: 1
32	COc1ccc(NC(=O)/C=N/O)cc1
  A: 0.3; B: -3; C: 5; D: -0.93; E: 1.1; F: 0; G: 6; H: 1464; I: 1; J: -9; K: 0
33	CCOc1ccc(/C=N/OCC(=O)NC(c2ccccc2)c2ccccc2)cc1
  A: /; B: -15; C: -4; D: /; E: 0.8; F: 77*; G: 0; H: 1715; I: 3; J: 24; K: 2
34	Cn1c(COc2ccc(Cl)cc2)nnc1SCc1ncc(-c2ccccc2)o1
  A: 3.4; B: -2; C: -4; D: -1.9; E: 1.2; F: 5; G: 16; H: 1528; I: -5; J: -15; K: 6
35	CCCCOc1ccc(C(C)(O)CCN2CCOCC2)cc1 (stereo not given)
  A: -0.8; B: -9; C: -1; D: /; E: 0.9; F: 67*; G: 16; H: 1947; I: 0; J: 6; K: -8
36	Cc1ccc(-n2nnnc2SCC(=O)N2CC(=O)Nc3ccccc32)cc1
  A: -1.6; B: -6; C: 0; D: 0.34; E: 1; F: 1; G: /; H: 1408; I: -13; J: 0; K: -4
37	CN(C)C(=S)SCC(=O)Nc1ccc(Cl)cc1Cl
  A: 0.8; B: 6; C: -8; D: -0.17; E: 1; F: 22; G: -2; H: 1589; I: 4; J: -4; K: 4
38	Cc1cc(C)nc(N/N=C/c2ccccc2OCc2cccc(Br)c2)n1
  A: -0.4; B: -3; C: 12; D: /; E: 0.8; F: 43; G: 20; H: 1600; I: 3; J: 17; K: 2
39	O=C(CC(C(=O)O)c1c[nH]c2ccccc12)c1ccccc1 (stereo not given)
  A: -0.4; B: 14; C: 8; D: 0.095; E: 1; F: -5; G: 15; H: 1580; I: 2; J: -2; K: 6
40	O=C(Nc1nc(-c2ccc([N+](=O)[O-])cc2)cs1)c1c(F)cccc1F
  A: 4.6; B: 2; C: 0; D: -0.058; E: 0.9; F: -8; G: -1; H: 1450; I: 2; J: 6; K: -1

# Arranged by formula weight (highest first): part of the list above.
# Short forms – A = DTT redox prof; B = TLR4-MyD88 BLA; C = PPARg SRC2 recr; D = ROMK mod; E = bIAP act; F = L major viab; G = S1P3 antag; H = TR-FRET SRC-2 ct; I = PPARg SRC3 recr; J = bIAP inhibitor; K = PPARg SRC1 recr
34	Cn1c(COc2ccc(Cl)cc2)nnc1SCc1ncc(-c2ccccc2)o1
  A: 3.4; B: -2; C: -4; D: -1.9; E: 1.2; F: 5; G: 16; H: 1528; I: -5; J: -15; K: 6
40	O=C(Nc1nc(-c2ccc([N+](=O)[O-])cc2)cs1)c1c(F)cccc1F
  A: 4.6; B: 2; C: 0; D: -0.058; E: 0.9; F: -8; G: -1; H: 1450; I: 2; J: 6; K: -1
37	CN(C)C(=S)SCC(=O)Nc1ccc(Cl)cc1Cl
  A: 0.8; B: 6; C: -8; D: -0.17; E: 1; F: 22; G: -2; H: 1589; I: 4; J: -4; K: 4

# Full records, looked up by structure:
# Results for `O=C(O)CCCNC(=O)c1cccc(C(=O)NCCCC(=O)O)n1` = DTT redox prof: -0.5; TLR4-MyD88 BLA: 0; PPARg SRC2 recr: 1; ROMK mod: -0.82; bIAP act: 1; L major viab: -8; S1P3 antag: -1; TR-FRET SRC-2 ct: 1697; PPARg SRC3 recr: 3; bIAP inhibitor: 0; PPARg SRC1 recr: -2
# Results for `CCCCNc1nc(N)nc(-c2cc(Cl)ccc2O)n1` = DTT redox prof: -0.5; TLR4-MyD88 BLA: -5; PPARg SRC2 recr: 2; ROMK mod: -0.49; bIAP act: 1.7; L major viab: 22; S1P3 antag: -5; TR-FRET SRC-2 ct: 1565; PPARg SRC3 recr: 2; bIAP inhibitor: -72; PPARg SRC1 recr: 10
